Lipid storage S3: qHTS Assay for Lipid Storage Modulators in Drosophila S3 Cells | Potency in µM for hits, for the others lipid storage change, negative = inhibition, % at the top dose, mostly 46.1 µM | Drosophila S3 cells, BODIPY lipid droplet fluorescence, 18-24 h; cells fed with added oleic acid | 320,000 tested, 0.64% active | AID 2685; active means well fitted inhibition curve with a large enough effect in the signal ratio, with a control signal flat, not every such curve was filed as active; inconclusive means small, poorly fitted or top-dose-only effect, or effect the other way, or a change in a side signal; the % refers to the signal ratio
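Laser-scanning cytometry quantifies lipid droplet accumulation (500–530 nm total intensity; droplet/cell object ratio) in oleic acid-fed (400 uM added) Drosophila S3 cells treated with a concentration series. 20 uM Triacsin C defined 100% inhibition.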
Lipid storage S3 cell count max: recorded beside Lipid storage S3, whose call it bears; cell number change, %; measured here: cell count max response;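 cells counted by Cell Tracker Red CMTPX staining in the red channel; peak over a dose series mostly up to 46.1 µM; percent activity relative to internal control wells on each plate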
* hit, by the source's call; [ ] = dose if it differs, or a comment. On the % scale 0 is the no-effect control and ±100 the full control effect; potency means the concentration at half of the fitted maximal effect. This is a subset; the hit share may differ from the screen's.

`CN(CCC#N)C(=O)COC(=O)c1ccccc1C(=O)c1ccc(Cl)c([N+](=O)[O-])c1` gave Lipid storage S3 -12% and Lipid storage S3 cell count max -10.
c1ccc(-c2onc(-c3ccco3)c2-c2ccc3[nH]ccc3c2)cc1 was read as Lipid storage S3 inconclusive.
CCc1[nH]c(=O)c(C#N)c2c1CSC(C)(C)C2 was read as Lipid storage S3 5% and Lipid storage S3 cell count max 18.
COc1ccc(N2CCN(C(=O)CN(c3cccc(OC)c3)S(=O)(=O)c3ccccc3)CC2)cc1 was read as Lipid storage S3 12% and Lipid storage S3 cell count max 5.
For CCc1cccc(CC)c1NC(=O)CN1CCN(S(=O)(=O)c2ccccc2)CC1 the results were Lipid storage S3 inactive and Lipid storage S3 cell count max -25.
Screening CC1=C(C(=O)OC(C)C)C(c2cccc([N+](=O)[O-])c2)n2c(cc(=O)[nH]c2=S)N1 (centres undefined) returned Lipid storage S3 inconclusive.
Screening S=c1[nH]nc(-c2cccnc2)n1/N=C/c1cccs1 returned Lipid storage S3 inactive and Lipid storage S3 cell count max -2.
Screening O=C(COC(=O)c1cnccn1)c1ccccc1 returned Lipid storage S3 inconclusive.
For COc1ccc(S(=O)(=O)N[C@@H](CC(C)C)C(=O)O)cc1 the results were Lipid storage S3 -7% and Lipid storage S3 cell count max 0.
Screening COc1cc(C(=O)NCc2ccc3c(c2)cc(C)n3C)cc(OC)c1OC returned Lipid storage S3 -1% and Lipid storage S3 cell count max 1.
Cc1onc(-c2ccccc2Cl)c1C(=O)N1CC(C)OC(C)C1 (centres undefined) was read as Lipid storage S3 inconclusive.
For O=C(COC(=O)c1ccccc1)NCc1ccco1 the results were Lipid storage S3 inconclusive.
Screening COc1ccccc1C(=O)NCC(C)(C)CN=C1NS(=O)(=O)c2ccccc21 returned Lipid storage S3 inconclusive.
For COc1ccc(Cl)cc1NC(=O)CC(=O)Nc1cc(Cl)ccc1OC the results were Lipid storage S3 inconclusive.
For O=C(COC(=O)C1CCCCC1)Nc1ccc([N+](=O)[O-])cc1 the results were Lipid storage S3 inconclusive.
For COc1ccc(N2CC(C(=O)N[C@H](C(=O)NC(C)c3ccccc3)C(C)C)CC2=O)cc1 (some centres undefined) the results were Lipid storage S3 inconclusive.
`COCCCn1c2nc3ccccc3nc2c2c(=O)n(Cc3ccccc3Cl)cnc21` gave Lipid storage S3 21% and Lipid storage S3 cell count max 2.
Screening CCO[C@@H]1OC(C(=O)NCc2ccccc2)=C[C@H](c2ccccc2)[C@H]1CCCO returned Lipid storage S3 -7% and Lipid storage S3 cell count max -1.
`O=C(NCCc1ccccc1)C1CCCN(C(=O)NC2CCCCC2)C1` (centres undefined) gave Lipid storage S3 inconclusive.
Screening COc1cc(C(=O)Nc2ccc3c(c2)N(C(=O)CCN(C)C)c2ccccc2CC3)cc(OC)c1OC returned Lipid storage S3 -3% and Lipid storage S3 cell count max -7.

Reprinted from the part before: two compounds; new compounds follow.
`O=C(NCCc1ccccc1)C1CCCN(C(=O)NC2CCCCC2)C1` (centres undefined) gave Lipid storage S3 inconclusive.
Screening COc1cc(C(=O)Nc2ccc3c(c2)N(C(=O)CCN(C)C)c2ccccc2CC3)cc(OC)c1OC returned Lipid storage S3 -3% and Lipid storage S3 cell count max -7.
COc1ccc(-c2nc(C#N)c(NCC3CCCO3)o2)cc1 (centres undefined) was read as Lipid storage S3 -10% and Lipid storage S3 cell count max -6.
For COc1ccc2c(C)c(Cc3ccccc3)c(=O)oc2c1OC the results were Lipid storage S3 14% and Lipid storage S3 cell count max 5.
C#CCOCCOCCOCCNc1nc(N2CCN(C(=O)[C@H](CCCCN)n3cc(C(N)[C@H](C)CC)nn3)CC2)nc(N2CCN(C(=O)[C@H](CCC(=O)O)n3cc(C(N)[C@H](C)CC)nn3)CC2)n1 (some centres undefined) was read as Lipid storage S3 -16%.
For CCOc1ccc(C(CC(=O)O)NC(=O)COc2ccc3ccccc3c2)cc1OC (centres undefined) the results were Lipid storage S3 7% and Lipid storage S3 cell count max 15.
For O=C(Nc1cccnc1)c1cc(-c2ccc(Cl)c(Cl)c2)on1 the results were Lipid storage S3 inconclusive.
Cc1cc(C)cc(N(C(=O)c2ccccn2)C(C(=O)NC2CCCCC2)c2ccncc2)c1 (centres undefined) was read as Lipid storage S3 inconclusive.
COc1ccc(CN2C(=O)C(O)(CC(=O)c3c(C)n[nH]c3C)c3ccccc32)cc1OC (centres undefined) was read as Lipid storage S3 inconclusive.
For COc1ccc(OC)c(Nc2ncnc3sccc23)c1 the results were Lipid storage S3 8% and Lipid storage S3 cell count max 8.
`Cc1cc(C(=O)Nc2c(C)cccc2C)n(-c2ccccc2)n1` gave Lipid storage S3 -6% and Lipid storage S3 cell count max -8.
Screening O=C(NCc1ccc(F)cc1)C1CCCN(S(=O)(=O)c2cccc3nsnc23)C1 (centres undefined) returned Lipid storage S3 inconclusive.
Screening CC(C)(C)SCCNS(=O)(=O)c1ccc(C#N)cc1 returned Lipid storage S3 7%.
`CCCCNC(=S)N(Cc1c(C)noc1C)c1ccccc1` gave Lipid storage S3 inconclusive.
COc1ccc(-c2nnc3sc(-c4ccccc4OC)nn23)cc1 was read as Lipid storage S3 15% and Lipid storage S3 cell count max -1.
Cc1cc2nc(-c3cccnc3SCC(=O)NC3CC3)[nH]c2cc1C was read as Lipid storage S3 inconclusive.
For Cc1c(/C=N/NC(=O)c2cccnc2)c2ccccc2n1Cc1ccccc1 the results were Lipid storage S3 2% and Lipid storage S3 cell count max 0.
CC(=NCCCN(C)C)C1=C(O)c2ccccc2C1=O was read as Lipid storage S3 inactive and Lipid storage S3 cell count max -6.
C1CCC2(CC1)C1=C(CCCC1)Nc1nnnn12 was read as Lipid storage S3 inconclusive.
`CCCCn1c(SCC(=O)Nc2nnc(C)s2)nnc1-c1ccncc1` gave Lipid storage S3 -6%[9.22 µM] and Lipid storage S3 cell count max -12.
CCOC(=O)c1ccc(NC(=O)NCc2ccn(CC)n2)cc1 was read as Lipid storage S3 -6% and Lipid storage S3 cell count max -6.
CC1CCN(c2ccccc2NC(=O)c2ccc(F)cc2)CC1 was read as Lipid storage S3 inactive.
`Cc1nc(NC(N)=S)sc1C(=O)Nc1ccccc1` gave Lipid storage S3 -10% and Lipid storage S3 cell count max 7.
CNc1nc(-c2ccc(OC)cc2)c(-c2ccc(OC)cc2)s1 was read as Lipid storage S3 inactive.
Cc1cc(C)c(S(=O)(=O)NCC2CCC(C(=O)NCc3ccccn3)CC2)c(C)c1 (centres undefined) was read as Lipid storage S3 -1% and Lipid storage S3 cell count max -5.
For CC(C)c1ccc(-c2nn(-c3ccccc3)cc2C(=O)NCC2CCCO2)cc1 (centres undefined) the results were Lipid storage S3 inconclusive.
For CC(=O)c1cccc(NC2c3ncccc3C(=O)N2Cc2ccco2)c1 (centres undefined) the results were Lipid storage S3 0% and Lipid storage S3 cell count max -1.
O=C(Nc1ccc2c(c1)OCCO2)c1cccc(Br)c1 was read as Lipid storage S3 inconclusive.
Screening O=C(CCCCCN1C(=O)c2ccccc2C1=O)Nc1ccccc1F returned Lipid storage S3 inactive and Lipid storage S3 cell count max 19.
`N#Cc1ccc(CSc2ncnc3c2cnn3Cc2ccccc2)cc1` gave Lipid storage S3 18% and Lipid storage S3 cell count max -6.
`CC1=NNC(=O)C1CC(=O)N/N=C/c1cccs1` (centres undefined) gave Lipid storage S3 -11% and Lipid storage S3 cell count max -4.
`O=C(NCc1ccco1)C(c1cccnc1)N(C(=O)Cn1nnc2ccccc21)c1ccc(F)cc1` (centres undefined) gave Lipid storage S3 inconclusive.
Screening CN(CCC#N)S(=O)(=O)c1ccc2c(c1)c(=O)n(C)c(=O)n2C returned Lipid storage S3 inconclusive.
For NC(=O)c1nc(-c2ccco2)nc2c1[nH]c(=O)n2-c1ccc(Cl)c(Cl)c1 the results were Lipid storage S3 inconclusive.
Cc1ccc(-c2noc(CSc3nnc(-c4ccccc4)n3C)n2)cc1 was read as Lipid storage S3 20% and Lipid storage S3 cell count max -3.
Cc1ccc(NC(=O)N2Cc3ccccc3CC2C(=O)NC(C)(C)C)cc1 (centres undefined) was read as Lipid storage S3 16% and Lipid storage S3 cell count max 0.
Screening COc1ccc(S(N)(=O)=O)cc1C(=O)N1CCCC1 returned Lipid storage S3 inconclusive.
For CCn1c(SCC(=O)N(C)CC(=O)Nc2cccc(OC)c2)nnc1-c1ccco1 the results were Lipid storage S3 inconclusive.
Cc1cc(=O)n2c(n1)NC(=NCc1ccccc1)NC2c1ccccc1 (centres undefined) was read as Lipid storage S3 5% and Lipid storage S3 cell count max -4.
Screening CCN(CC)S(=O)(=O)c1ccc(C(C)NC(=O)Cc2c[nH]c3ccccc23)cc1 (centres undefined) returned Lipid storage S3 inactive.
`CCC(C)[C@@H](N)C(=O)N/N=C/c1cccc2nccnc12` (some centres undefined) gave Lipid storage S3 -6% and Lipid storage S3 cell count max -8.
Screening Cc1cccc(NCC(=O)c2c(N)n(C)c(=O)n(C)c2=O)c1C returned Lipid storage S3 7% and Lipid storage S3 cell count max 10.

Sorted by formula weight (ascending): part of the list above
Screening COc1ccc(S(N)(=O)=O)cc1C(=O)N1CCCC1 returned Lipid storage S3 inconclusive.
Screening Cc1cccc(NCC(=O)c2c(N)n(C)c(=O)n(C)c2=O)c1C returned Lipid storage S3 7% and Lipid storage S3 cell count max 10.
Screening CN(CCC#N)S(=O)(=O)c1ccc2c(c1)c(=O)n(C)c(=O)n2C returned Lipid storage S3 inconclusive.
Cc1cc(=O)n2c(n1)NC(=NCc1ccccc1)NC2c1ccccc1 (centres undefined) was read as Lipid storage S3 5% and Lipid storage S3 cell count max -4.
Cc1ccc(NC(=O)N2Cc3ccccc3CC2C(=O)NC(C)(C)C)cc1 (centres undefined) was read as Lipid storage S3 16% and Lipid storage S3 cell count max 0.
For NC(=O)c1nc(-c2ccco2)nc2c1[nH]c(=O)n2-c1ccc(Cl)c(Cl)c1 the results were Lipid storage S3 inconclusive.

New compounds follow.
O=C(O)CCC(=O)N1CCc2cc(S(=O)(=O)NC3CCCc4ccccc43)ccc21 (centres undefined) was read as Lipid storage S3 inactive.
COC(=O)c1ccccc1NC(=O)c1cncc(Br)c1 was read as Lipid storage S3 inconclusive.
Screening COc1cccc(S(=O)(=O)Nc2cccnc2)c1 returned Lipid storage S3 inconclusive.
COc1ccc(/C=C(/NC(=O)c2ccccc2)C(=O)N/N=C/c2ccncc2)cc1 was read as Lipid storage S3 21% and Lipid storage S3 cell count max 14.
Screening N=c1n(CCO)c2ccccc2n1CCN1CCCCC1 returned Lipid storage S3 8% and Lipid storage S3 cell count max 8.
Cc1ccc(CNC(=O)c2ccccc2NC(=O)CN2CCN(C)CC2)cc1 was read as Lipid storage S3 inactive and Lipid storage S3 cell count max -29.
For Cc1ccc(C(=O)NC2CC2)cc1S(=O)(=O)N1CCOCC1 the results were Lipid storage S3 8% and Lipid storage S3 cell count max 1.
For Cc1nccnc1Sc1ccccc1 the results were Lipid storage S3 inconclusive.
For CNC1=C(N(C(C)=O)c2ccc(Br)cc2)C(=O)c2ccccc2C1=O the results were Lipid storage S3 inconclusive.
`O=C(CN1C(=O)S/C(=C\c2cccs2)C1=O)Nc1ccc(C(=O)O)c(O)c1` gave Lipid storage S3 inactive and Lipid storage S3 cell count max 3.
`COc1cc(OC)c(OC)cc1CCC(C)NCCC(c1ccccc1)c1ccccc1` (centres undefined) gave Lipid storage S3 inconclusive.
`Nc1nn(-c2ccccc2Cl)cc1-c1nn[nH]n1` gave Lipid storage S3 -6% and Lipid storage S3 cell count max 8.
Screening Cc1cc(C)n(-c2c(F)c(F)c(CN3CCOCC3)c(F)c2F)n1 returned Lipid storage S3 15% and Lipid storage S3 cell count max -1.
For Cn1c(Sc2ccc(C(=O)O)cc2[N+](=O)[O-])nnc1-c1ccccc1 the results were Lipid storage S3 4% and Lipid storage S3 cell count max 10.
For Cc1cc(N2CCN(C)CC2)nc(=S)[nH]1 the results were Lipid storage S3 inconclusive.
COC(=O)c1ccc(C2/C(=C(\O)c3ccc4c(c3)OCCO4)C(=O)C(=O)N2CCCN(C)C)cc1 (centres undefined) was read as Lipid storage S3 inconclusive.
`O=C(O)CCc1nc(-c2ccccc2)c(-c2ccccc2)o1` gave Lipid storage S3 4% and Lipid storage S3 cell count max 0.
COc1ccc(OC(=O)COc2ccc(Cl)cc2)cc1 was read as Lipid storage S3 inconclusive.
Screening Cn1c(=O)c2c(ncn2C)n(C)c1=O returned Lipid storage S3 -8% and Lipid storage S3 cell count max -10.
Clc1ccc(C2=CSC3=NCCN23)cc1Cl was read as Lipid storage S3 inconclusive.
Screening CC(=O)Nc1ccc(NC(=O)COC(=O)/C=C/c2ccc3c(c2)OCO3)cc1 returned Lipid storage S3 5.2µM* and Lipid storage S3 cell count max -1.1*.

Assay outcomes (PubChem BioAssay)
